Assay outcomes deposited in PubChem BioAssay by National Center for Advancing Translational Sciences (NCATS).
rTrxR1 inhibitor – qHTS Assay for Inhibitors of Mammalian Selenoprotein Thioredoxin Reductase 1 (TrxR1): qHTS | Potency, µM (top dose mostly 114 µM), for inactives: at the highest dose activity change, negative = inhibition, most hits filed as inhibitors | recombinant rTrxR1, NADPH fluorescence consumption, selenite substrate | 390,000 compounds, 1% hits | AID 588453, 2011 | Thioredoxin reductase 1, cytoplasmic (Rattus norvegicus), O89049; also: % is scaled to controls: 0 for no effect and ±100 for the full control effect; nearly all actives have a fitted effect of over 65% in size
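Rat TrxR1 (90 nM in the dispensed reagent) was pre-reduced with 400 uM NADPH for 5 min at room temperature, then incubated with compound for 15 min. After 400 uM selenite was added, NADPH fluorescence (Ex 340/Em 450 nm) was followed for 8 min.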
Vif-APOBEC3G blk – qHTS for Inhibitors of Vif-A3G Interactions: qHTS; 410,000 compounds, 0.076% hits; DNA dC->dU-editing enzyme APOBEC-3G (Homo sapiens), Q9HC16; HeLa A3G-eYFP + Vif (tagged APOBEC3G with the HIV-1 protein that degrades it), YFP fluorescence, overnight; Potency, µM (highest dose often 46.1 µM), inactives show at the top dose activity, negative = active, most hits filed as inhibitors;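 also: % is scaled to controls: 0 for no effect and ±100 for the full control effect; nearly all actives have a fitted effect of over 60% in size; hits raise eYFP signal because A3G escapes Vif-driven loss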
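HeLa cells stably expressing Vif and C-terminally eYFP-tagged A3G, seeded overnight at 37 deg C, then exposed to compound by pintool overnight at 37 deg C. Rise in yellow fluorescence (Ex 488/Em 500-530, Acumen) marks blocked Vif-driven A3G degradation.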
IDH1 R132H inh – qHTS for Inhibitors of mutant isocitrate dehydrogenase 1 (IDH1): qHTS; 390,000 compounds, 0.093% hits; AID 602179, 2012; Isocitrate dehydrogenase [NADP] cytoplasmic (Homo sapiens), O75874; IDH1-R132H enzyme, NADPH consumption, diaphorase/resazurin fluorescence; Potency, µM (doses to about 76.6 µM), for the others: top-dose activity change, negative = inhibition, most hits filed as inhibitors; also: % is scaled to controls: 0 for no effect and ±100 for the full control effect; nearly all actives have a fitted effect of over 65% in size
Target sequence (O75874 whole entry R132H, stated change not applied): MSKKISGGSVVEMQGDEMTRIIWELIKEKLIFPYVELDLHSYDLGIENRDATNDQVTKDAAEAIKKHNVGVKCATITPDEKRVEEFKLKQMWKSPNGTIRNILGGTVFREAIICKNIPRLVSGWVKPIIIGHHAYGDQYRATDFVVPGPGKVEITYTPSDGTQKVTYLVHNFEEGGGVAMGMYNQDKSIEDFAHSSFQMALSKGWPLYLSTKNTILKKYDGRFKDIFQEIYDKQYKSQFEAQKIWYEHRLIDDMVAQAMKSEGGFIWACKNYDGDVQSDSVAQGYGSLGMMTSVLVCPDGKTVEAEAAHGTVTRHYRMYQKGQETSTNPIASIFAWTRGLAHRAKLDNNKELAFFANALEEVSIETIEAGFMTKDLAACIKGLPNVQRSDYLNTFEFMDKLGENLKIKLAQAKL
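IDH1-R132H (0.5 ug/mL) preincubated 30 min with compound, then NADPH (0.016 mM) and alpha-KG (2 mM) added; 80 min at RT, pH 7.5. Remaining NADPH coupled via diaphorase/resazurin to fluorescence (540/590 nm); concentration-response curves normalized to no-enzyme control.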
RGS4 inhibitor – Inhibitors of Regulator of G Protein Signaling (RGS) 4: qHTS | Regulator of G-protein signaling 4 (Homo sapiens), P49798 | Transcreener GDP fluorescence polarization, RGS4-accelerated GTP hydrolysis | Potency, µM (doses to about 114 µM), for the others: top-dose activity change, negative = inhibition, most hits filed as inhibitors | 390,000 compounds, 0.039% hits; also: % is scaled to controls: 0 for no effect and ±100 for the full control effect; nearly all actives have a fitted effect of over 75% in size; some results filed as inactive show a strong effect at the top dose
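MLSMR compounds (23 nl, pin-transferred) preincubated 10 min at room temperature with a 500nM (2x) first reagent, then RGS4 at 900nM (2x) plus Transcreener GDP mix added; fluorescence polarization (620/688 nm) read before and after 90 min at 30 °C.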
12-LOX inh – Primary qHTS assay for inhibitors of human arachidonate 12S-lipoxygenase (ALOX12): Round 2 | Polyunsaturated fatty acid lipoxygenase ALOX12 (Homo sapiens), P18054 | AID 1671190, 2021 | 580,000 compounds, 1.1% hits | Potency, µM (titrated, usually from 108 µM), for the others: at the top dose activity change, negative = inhibition, actives largely listed as inhibitors | purified 12hLO, xylenol orange hydroperoxide absorbance; also: % is scaled to controls: 0 for no effect and ±100 for the full control effect
Target sequence (P18054 whole entry, looked up): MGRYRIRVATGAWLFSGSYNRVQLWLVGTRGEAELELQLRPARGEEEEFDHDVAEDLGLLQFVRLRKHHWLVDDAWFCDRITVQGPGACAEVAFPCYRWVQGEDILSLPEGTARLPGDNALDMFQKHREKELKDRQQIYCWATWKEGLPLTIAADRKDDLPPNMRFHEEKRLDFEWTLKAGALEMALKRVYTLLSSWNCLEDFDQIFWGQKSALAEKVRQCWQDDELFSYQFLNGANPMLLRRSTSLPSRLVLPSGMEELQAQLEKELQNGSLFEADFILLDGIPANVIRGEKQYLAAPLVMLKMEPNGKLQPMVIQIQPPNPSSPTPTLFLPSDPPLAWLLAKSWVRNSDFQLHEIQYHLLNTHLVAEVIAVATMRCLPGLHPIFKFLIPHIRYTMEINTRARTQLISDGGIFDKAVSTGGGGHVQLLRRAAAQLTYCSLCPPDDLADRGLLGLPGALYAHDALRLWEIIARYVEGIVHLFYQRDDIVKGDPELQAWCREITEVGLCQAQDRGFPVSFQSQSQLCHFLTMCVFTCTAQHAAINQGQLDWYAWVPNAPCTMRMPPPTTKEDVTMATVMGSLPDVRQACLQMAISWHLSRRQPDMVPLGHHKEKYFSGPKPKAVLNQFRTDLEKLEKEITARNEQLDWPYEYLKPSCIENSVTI
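Hydroperoxide product was detected by ferrous iron/xylenol orange as the 573 to 405 nm absorbance ratio. Arachidonic acid at 40 uM (final) was turned over for 30 min at room temperature by 150 nM human 12hLO, pH 7.0 Hepes buffer, after 15 min compound preincubation.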
RXFP1 agonist – qHTS Assay for Agonists of the Relaxin Receptor RXFP1 | Potency, µM (top dose mostly 57.5 µM), inactives show top-dose activation, most hits filed as activators | Relaxin receptor 1 (Homo sapiens), Q9HBX9 | AID 2676, 2010 | 370,000 compounds, 0.3% hits | HEK293T-RXFP1 cAMP TR-FRET, 30 min; response scale: percent of porcine relaxin response, buffer zero; also: % is scaled to controls: 0 for no effect and ±100 for the full control effect; nearly all actives have a fitted effect of over 60% in size; many of its hits are not listed in these tables
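HEK293 cells stably expressing RXFP1, treated 30 min at 37C with compounds plus PDE4 inhibitor Ro 20174; cAMP measured by HTRF TR-FRET. Normalized to buffer and 29 nM porcine relaxin; EC50 by Hill fit.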
USP1-UAF1 inh – Inhibitors of USP1/UAF1: Primary Screen; recombinant USP1/UAF1, Ub-Rhodamine cleavage fluorescence; Potency, µM (doses to about 57.1 µM), without a hit: at the highest dose activity change, negative = inhibition, hits mostly inhibitors; 390,000 compounds, 0.23% hits; also: % is scaled to controls: 0 for no effect and ±100 for the full control effect; nearly all actives have a fitted effect of over 60% in size; inactives centre near -12
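Step one: compound is pinned into 1nM USP1/UAF1 in HEPES pH 7.8 buffer with TCEP. Step two: 15 min room-temperature incubation. Step three: Ub-Rho (150nM final) starts cleavage, tracked by fluorescence over six one-minute reads.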
Vif-APOBEC3F blk – qHTS for Inhibitors of Vif-A3F Interactions: qHTS; 390,000 compounds, 0.2% hits; AID 602313, 2012; HeLa A3F-eYFP + Vif (tagged APOBEC3F with the HIV-1 protein that degrades it), YFP fluorescence increase; Potency, µM (top dose mostly 46.1 µM), for the others: at the highest dose activity, negative = active; also: % of control where 0% means no effect; nearly all actives have a fitted effect of over 65% in size
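HeLa cells stably expressing A3F-eYFP plus Vif, plated and incubated overnight at 37 deg C, then exposed to compounds overnight at 37 deg C. Blocked degradation read as raised yellow fluorescence (Ex 488/Em 500-530).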
TrxR1 substrate – qHTS Assay for Substrates of Mammalian Selenoprotein Thioredoxin Reductase 1 (TrxR1): qHTS; Thioredoxin reductase 1, cytoplasmic (Rattus norvegicus), O89049; purified TrxR1 substrate turnover, NADPH consumption readout; Potency, µM (highest dose often 114 µM), without a hit: at the top dose activity change, negative = substrate turnover; 390,000 compounds, 0.01% hits; AID 588456, 2011; also: % is scaled to controls: 0 for no effect and ±100 for the full control effect; nearly all actives have a fitted effect of over 50% in size
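Rat TrxR1, dispensed at 90 nM, was prereduced with 400 uM NADPH (final) for 5 min at ~22 deg C, then incubated with compound 15 min before 400 uM selenite. A first-read NADPH fluorescence drop versus no-compound background flagged substrates.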
* hit, by the source's call; [ ] = dose if it differs, or a comment. Calls follow the shape of the dose curve; as a rule, active = well fitted curve in the direction sought with a large enough effect; inconclusive = small, poorly fitted or top-dose-only effect, or another doubt; inactive = no such curve, though single readings can be large; an effect the other way counts as inactive or inconclusive. Potency is read from the fitted curve at half-maximal effect. Some of the compounds tested. The share of hits here may be higher or lower than overall.

O=C(c1ccc2c(c1)N(Cc1ccccc1F)C(=O)c1ccccc1S2(=O)=O)N1CCOCC1 was read as rTrxR1 inhibitor 23%, Vif-APOBEC3G blk 0%, IDH1 R132H inh 12%, RGS4 inhibitor 16%, 12-LOX inh -9%, RXFP1 agonist -2.9%, USP1-UAF1 inh -4%, Vif-APOBEC3F blk 8% and TrxR1 substrate -2%.
`COC(CNC(=O)Cn1nc(Cc2ccncc2)c2ccccc2c1=O)OC` gave rTrxR1 inhibitor 12%, Vif-APOBEC3G blk -1%, IDH1 R132H inh 5%, RGS4 inhibitor 10%, 12-LOX inh 17%, RXFP1 agonist 0.0%, USP1-UAF1 inh 8%, Vif-APOBEC3F blk 1% and TrxR1 substrate -2%.
`O=C(CCc1ccccc1)NNC(=S)NC(=O)c1ccc(Cl)cc1` gave rTrxR1 inhibitor inconclusive, Vif-APOBEC3G blk 0%, IDH1 R132H inh -9%, RGS4 inhibitor inconclusive, 12-LOX inh 13µM*, RXFP1 agonist 2.2%, USP1-UAF1 inh -1%, Vif-APOBEC3F blk -2% and TrxR1 substrate 4%.
`CCOc1cc(CNCc2cc(OC)cc(OC)c2)ccc1OC` gave rTrxR1 inhibitor inconclusive, Vif-APOBEC3G blk 2%, IDH1 R132H inh 5%, RGS4 inhibitor 2%, 12-LOX inh inconclusive, RXFP1 agonist 0.0%, USP1-UAF1 inh -11%, Vif-APOBEC3F blk 5% and TrxR1 substrate 8%[57.1 µM].
Screening CN(C)CCCN(C(=O)c1ccc(S(=O)(=O)N(C)C)cc1)c1nc2cc3c(cc2s1)OCO3 returned rTrxR1 inhibitor -11%[57.1 µM], Vif-APOBEC3G blk 0%, IDH1 R132H inh 16%, RGS4 inhibitor 10%, 12-LOX inh -11%, RXFP1 agonist 0.0%, USP1-UAF1 inh -10%, Vif-APOBEC3F blk 1% and TrxR1 substrate -7%[57.1 µM].
Screening COc1cccc(NC(=O)Nc2cccn(Cc3ccc(C)cc3)c2=O)c1 returned rTrxR1 inhibitor 24%, Vif-APOBEC3G blk -2%, IDH1 R132H inh 0%, RGS4 inhibitor -7%[56.9 µM], 12-LOX inh -4%, RXFP1 agonist 1.2%, USP1-UAF1 inh -20%, Vif-APOBEC3F blk 3% and TrxR1 substrate -1%.
For Cc1ccc(C2(c3ccccc3)NC(=O)N(CC(=O)NCc3ccccc3)C2=O)cc1C (stereo not drawn) the results were rTrxR1 inhibitor 28%, Vif-APOBEC3G blk -2%, IDH1 R132H inh -7%, RGS4 inhibitor -2%, 12-LOX inh -20%, RXFP1 agonist 1.1%, USP1-UAF1 inh -17%, Vif-APOBEC3F blk -6% and TrxR1 substrate 0%.
Cc1cc([N+](=O)[O-])cc2c1NC(=O)C2(O)N1CCCC(C)C1 (stereo not drawn) was read as rTrxR1 inhibitor 3%, Vif-APOBEC3G blk 0%, IDH1 R132H inh 1%, RGS4 inhibitor -38%, 12-LOX inh 8%, RXFP1 agonist 0.0%, USP1-UAF1 inh -12%, Vif-APOBEC3F blk 2% and TrxR1 substrate -11%.
Screening Cc1ccc(Cl)cc1NS(=O)(=O)c1c(C)[nH]c(=O)[nH]c1=O returned rTrxR1 inhibitor -7%, Vif-APOBEC3G blk 0%, IDH1 R132H inh 0%, RGS4 inhibitor -1%, 12-LOX inh 0%, RXFP1 agonist 3.5%, USP1-UAF1 inh 3%, Vif-APOBEC3F blk -1% and TrxR1 substrate -3%.
CC1CCCCN1C/C=C/c1ccccc1[N+](=O)[O-] (stereo not drawn) was read as rTrxR1 inhibitor 13%, Vif-APOBEC3G blk 0%, IDH1 R132H inh 7%, RGS4 inhibitor -18%, 12-LOX inh -3%, RXFP1 agonist 1.2%, USP1-UAF1 inh -12%, Vif-APOBEC3F blk 0% and TrxR1 substrate -1%.
COCc1cc(=O)[nH]c(SCC(=O)Nc2ccccc2)n1 was read as rTrxR1 inhibitor -11%, Vif-APOBEC3G blk -2%, IDH1 R132H inh 6%, RGS4 inhibitor -2%, 12-LOX inh -8%, RXFP1 agonist 1.7%, USP1-UAF1 inh -9%, Vif-APOBEC3F blk 5% and TrxR1 substrate -9%.
`CCOC(=O)c1c(C)[nH]c(C(=O)CN(C)CC(=O)Nc2ccccc2C(F)(F)F)c1C` gave rTrxR1 inhibitor 8%, Vif-APOBEC3G blk -16%, IDH1 R132H inh 6%, RGS4 inhibitor 0%, 12-LOX inh 13%, RXFP1 agonist -0.9%, USP1-UAF1 inh -20%, Vif-APOBEC3F blk 5% and TrxR1 substrate -8%.
Screening CC(NC(=O)CN(C)S(=O)(=O)c1ccc(Br)s1)c1ccccc1 (stereo not drawn) returned rTrxR1 inhibitor 11%[57.1 µM], Vif-APOBEC3G blk -7%, IDH1 R132H inh 2%, RGS4 inhibitor -1%, 12-LOX inh -28%, RXFP1 agonist 2.4%, USP1-UAF1 inh -20%, Vif-APOBEC3F blk 10% and TrxR1 substrate 5%[57.1 µM].
Screening CCOC(=O)c1[nH]cnc1C(=O)Nc1ccc([N+](=O)[O-])cc1 returned rTrxR1 inhibitor -10%, Vif-APOBEC3G blk -2%, IDH1 R132H inh 1%, RGS4 inhibitor 14%, 12-LOX inh 0%, RXFP1 agonist 12%, USP1-UAF1 inh inconclusive, Vif-APOBEC3F blk 1% and TrxR1 substrate -3%[57.1 µM].
`Oc1ccc[n+](CC(O)c2ccccc2)c1` (stereo not drawn) gave rTrxR1 inhibitor 9%[57.1 µM], Vif-APOBEC3G blk -6%, IDH1 R132H inh -17%, RGS4 inhibitor -17%, 12-LOX inh 7%, RXFP1 agonist -0.2%, USP1-UAF1 inh 4%, Vif-APOBEC3F blk -1% and TrxR1 substrate 10%[57.1 µM].
`COc1cccc(NC(=O)C2CCCN(S(C)(=O)=O)C2)c1` (stereo not drawn) gave rTrxR1 inhibitor 20%, Vif-APOBEC3G blk -1%, IDH1 R132H inh -10%, RGS4 inhibitor -1%, 12-LOX inh inconclusive, RXFP1 agonist 0.8%, USP1-UAF1 inh -10%, Vif-APOBEC3F blk 4% and TrxR1 substrate 1%.
`COC(=O)C1=C(CSc2nc3c(cc2C#N)CN(C)CC3)OC(N)=C(C#N)C1c1ccc(F)cc1` (stereo not drawn) gave rTrxR1 inhibitor inconclusive, Vif-APOBEC3G blk 1%, IDH1 R132H inh -7%, RGS4 inhibitor inconclusive, 12-LOX inh inconclusive, RXFP1 agonist 8.9%, USP1-UAF1 inh inconclusive, Vif-APOBEC3F blk 1% and TrxR1 substrate 7%.
For CCCOc1ccc(C(=O)Nc2ccc3nn(-c4ccc(OC)c(Cl)c4)nc3c2)cc1 the results were rTrxR1 inhibitor 5%, RGS4 inhibitor -1%, 12-LOX inh -2%, RXFP1 agonist 7.2%, USP1-UAF1 inh -21% and TrxR1 substrate 23%.
`O=c1[nH]c(SCc2ccccc2F)nc2ccccc12` gave rTrxR1 inhibitor 17%[57.1 µM], Vif-APOBEC3G blk -3%, IDH1 R132H inh 28%, RGS4 inhibitor 20%, 12-LOX inh 2%, RXFP1 agonist inconclusive, USP1-UAF1 inh -5%, Vif-APOBEC3F blk -12% and TrxR1 substrate 3%[57.1 µM].
Cc1onc(-c2ccccc2)c1C(=O)NCCc1ccc(S(N)(=O)=O)cc1 was read as rTrxR1 inhibitor 8%, Vif-APOBEC3G blk 0%, IDH1 R132H inh 0%, RGS4 inhibitor 9%, 12-LOX inh 0%, RXFP1 agonist -2.2%, USP1-UAF1 inh 6%, Vif-APOBEC3F blk 0% and TrxR1 substrate 2%.
C#CCOCCOCCOCCNc1nc(N2CCN(C(=O)[C@H](CCC(=O)O)n3cc(C(N)CO)nn3)CC2)nc(N2CCN(C(=O)[C@H](Cc3ccc(O)cc3)n3cc(C(N)[C@H](C)CC)nn3)CC2)n1 (stereo partly drawn) was read as rTrxR1 inhibitor inconclusive, Vif-APOBEC3G blk 5%, IDH1 R132H inh 26%, RGS4 inhibitor -7%, 12-LOX inh 9%, RXFP1 agonist 0.9%, USP1-UAF1 inh -9%, Vif-APOBEC3F blk -5% and TrxR1 substrate 2%[57.1 µM].
